Source: PubChem BioAssay
hERG WT inh: qHTS for Inhibitors of KCHN2 3.1: Wildtype qHTS. Voltage-gated inwardly rectifying potassium channel KCNH2 (Homo sapiens), Q12809. U2OS, BacMam KCNH2, thallium flux FluxOr; hits give low values. activity change, % at 1.84 µM. 340,000 compounds, 0.37% hits. AID 720551, 2013;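 active means maximum activity change below -70%; inconclusive means maximum activity change between -70% and -50%; inactive means maximum activity change above -50%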; further: on the % scale 0 is the no-effect control and ±100 the full control effect
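U2OS cells transduced with wild-type KCNH2 virus are loaded with FluxOr dye for 45 min, and thallium flux is measured in kinetic reads before and after stimulation buffer. Rate constants are normalized to DMSO controls.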
USP2a inh: qHTS Assay for Inhibitors of Ubiquitin-specific Protease USP2a Using CHOP2 as the Reporter | Potency, µM (series often up to 38.3 µM), without a hit: at the top dose activity change, negative = inhibition, most hits filed as inhibitors | 330,000 compounds, 0.01% hits | USP2 core, Ub-CHOP2 coupled fluorogenic reporter, 485/531;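 further: potency means the concentration at half of the fitted maximal effect; plate controls were DMSO wells for no effect and full inhibition by NEM control for full effect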
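Cell-free coupled assay: 10nM USP2 core preincubated 30min RT with compound in Tris-HCl pH 8.0/CaCl2/CHAPS buffer, then 25nM Ub-CHOP2 and 25nM reporter substrate; fluorescence (Ex 485/Em 531) read after 60min RT, normalized to NEM inhibition, concentration-response curves fitted.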
TCR activator: Activators of T cell receptors: qHTS campaign; primary human leukocytes, anti-CD3, IL-2 HTRF, 48 h; Potency, µM (highest dose often 9.22 µM), for the others: at the highest dose activation of IL-2 secretion, usual class: activators; 330,000 tested, under 10 active; further: % of control where 0% means no effect
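Using a-CD3 beads without co-stimulation, primary human leukocytes were exposed to compounds for 48 hr. An HTRF IL-2 kit measured the cytokine, with europium-to-d2 energy transfer producing emission at 665nm upon 320nm excitation.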
TRPV1 ag: HTS Assay for Compounds that Act as Agonists of the Vanilloid Receptor 1; 320,000 compounds, 0.19% hits; TRPV1-expressing cells, Fluo-8 calcium influx, agonist mode; AID 540275, 2011; activation, % at 8.33 µM; Transient receptor potential cation channel subfamily V member 1 (Homo sapiens), Q8NER1; in the data active means activation above about 80%; inconclusive means between about 30% and that limit; further: 0% is about no effect
Target sequence (Q8NER1 whole entry, looked up): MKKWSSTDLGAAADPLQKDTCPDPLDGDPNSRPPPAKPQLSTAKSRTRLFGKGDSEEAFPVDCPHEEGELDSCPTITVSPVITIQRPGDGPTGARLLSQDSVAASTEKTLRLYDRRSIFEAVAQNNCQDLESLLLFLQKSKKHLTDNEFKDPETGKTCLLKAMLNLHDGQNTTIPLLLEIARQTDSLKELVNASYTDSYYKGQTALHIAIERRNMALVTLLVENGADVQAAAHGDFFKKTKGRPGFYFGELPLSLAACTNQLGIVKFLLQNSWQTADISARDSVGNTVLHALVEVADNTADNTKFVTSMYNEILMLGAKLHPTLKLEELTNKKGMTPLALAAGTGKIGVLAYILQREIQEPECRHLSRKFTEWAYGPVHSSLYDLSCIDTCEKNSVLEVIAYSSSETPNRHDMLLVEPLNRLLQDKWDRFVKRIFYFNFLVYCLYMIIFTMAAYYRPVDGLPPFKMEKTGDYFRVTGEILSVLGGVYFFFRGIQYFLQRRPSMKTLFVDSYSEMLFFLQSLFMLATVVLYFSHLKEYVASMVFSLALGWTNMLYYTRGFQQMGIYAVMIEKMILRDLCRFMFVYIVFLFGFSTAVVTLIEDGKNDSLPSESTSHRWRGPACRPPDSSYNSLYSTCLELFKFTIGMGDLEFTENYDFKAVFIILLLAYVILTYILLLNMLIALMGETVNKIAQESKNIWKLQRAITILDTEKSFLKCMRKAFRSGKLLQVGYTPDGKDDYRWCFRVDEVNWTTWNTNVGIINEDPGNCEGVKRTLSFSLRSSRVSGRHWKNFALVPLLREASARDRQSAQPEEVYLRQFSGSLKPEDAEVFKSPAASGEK
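TRPV1-expressing cells were cultured overnight at 35.5C and loaded with Fluo-8 calcium dye for 40 to 90 min at room temperature. After a 10 s baseline, compound was added and calcium influx was read kinetically for 3 min (ex 480/em 520 nm).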
TSHR antagonist: Antagonists of the Thyroid Stimulating Hormone Receptor: HTS campaign; TSHR-expressing cells, TSH-stimulated cAMP HTRF, 2 h; hits give low values; activity change, negative = inhibition, % at 11.5 µM; 330,000 compounds, 0.2% hits; AID 504810, 2011;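 active means activity change below a set negative limit, meaning inhibition stronger than a set level, cut at about -70% in these data; inconclusive means activity change between two set negative limits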; further: on the % scale 0 is the no-effect control and ±100 the full control effect
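Read-out is FRET at 665 nm (cryptate excitation 337 nm) from a cryptate-tagged anti-cAMP antibody, competed by cell cAMP against cAMP-d2. Compounds are tested on freshly harvested TSHR cells challenged with 4nM TSH (EC80) for 2 hours at 37 deg C.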
A-T KAP1 phos: qHTS Assay for Identifying a Potential Treatment of Ataxia-Telangiectasia; […] A-T fibroblasts, KAP-1 phosphorylation AlphaLISA; neocarzinostatin DNA damage 30 min before lysis; Potency, µM (top dose mostly 57.5 µM), for the others: at the top dose activation, usual class: activators; 320,000 compounds, 0.19% hits; AID 485349, 2010; further: potency means the concentration at half of the fitted maximal effect; % of control where 0% means no effect; nearly all actives have a fitted effect of over 45% in size
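ATM-like activity read as KAP-1 phosphorylation via AlphaLISA donor/acceptor antibody pairs after lysis and 6 hr at 25C. Cells were ATM-null patient fibroblasts ([…], hTERT), dosed 60 min, then exposed to the DSB inducer NCS for 30 min.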
Eya2 inh: qHTS Assay for Inhibitors of the Phosphatase Activity of Eya2; Protein phosphatase EYA2 (Homo sapiens), O00167; 330,000 compounds, 0.006% hits; recombinant Eya2, OMFP fluorescence dephosphorylation (OMFP is methylfluorescein phosphate); Potency, µM (doses to about 76.9 µM), for the others: at the highest dose activity, negative = inhibition, hits mostly inhibitors; AID 488837, 2010; further: potency means the concentration at half of the fitted maximal effect; on the % scale 0 is the no-effect control and ±100 the full control effect
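Eya2 (0.2 uM) preincubated 10 min at ambient with compound, then OMFP substrate added at 50 uM; 10 min reaction in 50 mM HEPES pH 7.5, 50 mM NaCl, 5 uM MgCl2, 0.05% BSA, 1 mM DTT. Fluorescence read at Ex 485/Em 525 nm.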
KCNH2 3.1 inh: qHTS for Inhibitors of KCHN2 3.1: Mutant qHTS; U2OS KCNH2 3.1, thallium flux FluxOr; hits give low values; activity change, % (tested at about 1.8 µM); 340,000 compounds, 0.95% hits;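 active means maximum activity change below -70%; inconclusive means maximum activity change from -70% to -50%; inactive means maximum activity change above -50%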;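 further: thallium influx rate constant from kinetic fluorescence after stimulation buffer; on the % scale 0 is the no-effect control and ±100 the full control effect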
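FluxOr-based Tl+ influx in U2OS cells transduced with KCNH2 3.1 virus; rate constants normalized to DMSO controls.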
Mito fusion yeast: qHTS Assay for Small Molecule Inhibitors of Mitochondrial Division or Activators of Mitochondrial Fusion; S. cerevisiae fusion-defective mutant growth rescue, CellTiterGlo 48 h; Potency, µM (highest dose often 46.1 µM), for the others: top-dose growth rescue (activation), most hits filed as activators; 320,000 compounds, 0.23% hits;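 further: potency means the concentration at half of the fitted maximal effect; % of control where 0% means no effect; nearly all actives have a fitted effect of over 45% in size; temperature-sensitive fusion mutants such as fzo1-1 at 37 °C on non-fermentable ethanol glycerol medium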
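Yeast fusion mutant, YPEG (non-fermentable carbon), compound, 48 h at 37C non-permissive; CellTiterGlo added, 10 min RT, luminescence read. Rescued growth = division inhibition.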
ELG1 DNA repair: qHTS screen for small molecules that inhibit ELG1-dependent DNA repair in human embryonic kidney (HEK293T) cells expressing luciferase-tagged ELG1 | HEK293T ELG1-luciferase reporter, luminescence, 16 h; DNA damage induced by 5-fluorouridine | Potency, µM (highest dose often 46.1 µM), without a hit: at the top dose activity change, negative = inhibition, hits mostly inhibitors | 330,000 compounds, 2.3% hits | AID 504467, 2011; further: potency means the concentration at half of the fitted maximal effect; on the % scale 0 is the no-effect control and ±100 the full control effect; nearly all actives have a fitted effect of over 55% in size
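Luminescence from the luciferase reporter, measured 30 min after ONE-Glo reagent at room temperature, was the read-out. Beforehand, 2,000 cells per well were exposed for 16 hr at 37 °C to 5-fluorouridine together with compound or vehicle.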
* hit, by the source's call; ? = inconclusive; . = no result given; [ ] = dose if it differs, or a comment. Unless noted, the call rests on the fitted dose curve; in most records, active means well fitted curve in the direction sought with a large enough effect; inconclusive means small, poorly fitted or top-dose-only effect, or another doubt; inactive means no such curve, though single readings can be large; an effect the other way counts as inactive or inconclusive. An excerpt; count on the stated rates, not on these rows.

no.	Molecule	hERG WT inh	USP2a inh	TCR activator	TRPV1 ag	TSHR antagonist	A-T KAP1 phos	Eya2 inh	KCNH2 3.1 inh	Mito fusion yeast	ELG1 DNA repair
1	C=CCOc1ccccc1C(=O)/C=C1/C(=O)Nc2ccccc21	-1.8	-0.9%	-3.0%	10.8	-14.3	7.6%	-4.7%	-10.5	-88.9%[inhibitor]	1.3%
2	C=CC[C@H](CC(=O)NCCO)C(=O)N[C@H](COC(=O)[C@H](CC=C)CC(=O)OC(C)(C)C)Cc1c[nH]c2ccccc12	-9.5	0.9%	-7.2%	.	-4.2	4.6%	-26.8%	0.5	.	23.1µM*
3	COc1ccc(CN2CCC(Oc3cc(C(=O)NC4CC4)ccc3OC)CC2)c(O)c1	-109.1*	0.3%	2.5%	-0.2	54.7	-5.1%	-4.2%	-94.4*	3.0%	1.9%
4	CC(C)Oc1cccc(C(=O)NC(=S)Nc2ccc(Cl)c(C(=O)O)c2)c1	-11.1	-1.8%	-5.2%	-3.7	-10.6	1.0%	3.1%	2.5	-0.7%	10.1%
5	CC(CNC(=O)CCc1nnc(CCC2CCCCC2)o1)c1ccccc1 (configuration not stated)	-4.5	0.1%	5.8%	-0.8	-1.5	0.6%	-7.7%	-7.3	4.9%	?
6	CC(C)(C)n1cnc2cc(NC(=O)c3ccco3)ccc21	-4.6	0.1%	-4.3%	-1.0	-4.6	6.5%	0.8%	0.6	-7.1%	?
7	O=C(C1CCC(C(=O)N2CCCCC2)CC1)N1CCCCC1 (configuration not stated)	-16.1	3.3%	-17.7%	7.5	5.1	-3.2%	2.3%	9.6	-0.4%	-1.6%
8	Cc1ccc(Nc2ccccc2)nn1	0.5	-0.7%	-1.7%	2.2	2.3	-5.8%	?	-1.9	-0.4%	?
9	C=CCn1c(C2CCCCC2)n[nH]c1=S	6.2	8.6%	12.3%	0.4	-3.7	-0.8%	-5.7%	13.9	-14.6%	7.3%
10	CCOC(=O)CCc1c(C)c2ccc(OCC(=O)N3CCOCC3)c(C)c2oc1=O	-7.1	-1.4%	1.1%	4.0	1.5	6.7%	5.0%	5.9	4.0%	?
11	O=C(Nc1cc([N+](=O)[O-])ccc1F)c1cccs1	-12.1	0.2%	-1.6%[46.1 µM]	-1.7	-4.0	1.3%	-0.6%	-27.7	4.5%	0.8%
12	COC(=O)COc1cccc(NC(=O)c2cccs2)c1	2.5	-1.0%	3.4%	4.1	0.0	1.2%	3.3%	-3.9	2.7%	0.7%
13	COc1ccc(/C=C2\CCC/C(=C\C=N\N(C)C)C2=O)cc1	.	4.8%	-4.6%	8.0	-4.7	-0.1%	-10.3%	7.4	17.5%	11.3%
14	COc1cccc(C(=O)N(Cc2nc(-c3ccc(C)cc3)no2)C(C)C)c1	2.0	-0.9%	1.8%	11.5	-10.0	1.7%	0.8%	10.0	10.7%	0.0%
15	COc1cc(OC)c2c(-c3cccc(-c4ccoc4)c3)cc(=O)oc2c1	-3.0	-3.4%	1.6%[46.1 µM]	.	-12.7	-21.6%	-2.8%	-6.9	.	?
16	O/N=C\c1cccn1-c1nccs1	-19.5	4.0%	-2.0%	0.1	6.3	2.6%	-0.4%	4.6	5.3%	-11.1%
17	CCCOc1ccc(C(=O)C(CN2CCOCC2)c2ccccc2)cc1 (configuration not stated)	-22.4	-0.6%	-8.9%[46.1 µM]	15.2	-14.1	.	-2.7%	2.2	17.8%	?
18	CCOC(=O)c1cc(S(=O)(=O)N2CCN(Cc3ccccc3)CC2)cn1C	-7.1	0.7%	4.9%	27.4	10.9	11.9%	5.8%	4.9	-3.2%	4.7%
19	COc1ccc(CC(=O)NNC(=O)COc2ccc(Cl)cc2C)cc1S(=O)(=O)N1CCOCC1	1.4	-0.6%	9.4%	0.5	-2.8	-0.1%	-15.3%	-0.4	2.7%	?
20	CCc1ccccc1N(CC(=O)N1CCN(c2ccc(F)cc2)CC1)S(C)(=O)=O	11.1	3.7%	-0.2%	4.4	-3.7	3.6%	-6.9%	2.7	-4.4%	-21.4%
21	CC1Nc2ncnc(N3CCN(c4ccccc4)CC3)c2N(Cc2ccccc2)C1=O (configuration not stated)	-3.5	1.5%	-2.1%	17.5	-23.9	15.1%	8.5%	-2.1	7.1%	-11.3%
22	Cc1sc(-c2ccncc2)nc1OC(=O)c1ccccc1	-2.7	11.5%	-7.0%	14.0	20.2	1.2%	21.4%	-41.2	-0.9%	-20.7%
23	CCNC(=O)NC(=O)CN(C)c1ccccc1	-8.3	-3.6%	1.4%	2.5	3.7	5.6%	7.6%	-1.8	-2.1%	2.8%
24	Cc1cccc([C@@H]2[C@@H]3C(=O)N(Cc4ccccc4)C(=O)[C@@H]3[C@]3(Cc4ccc(Cl)cc4)C(=O)N(c4cccc(Cl)c4)C(=O)N23)c1	1.0	-0.1%	-4.6%	3.0	2.3	18.1%	-5.8%	-45.0	3.1%	20.5%
25	COc1ccc(OC)c(C2C(C#N)=C(N)Oc3c2c(C)nn3-c2ccc(C)cc2)c1 (configuration not stated)	-1.1	-1.4%	-3.2%	5.1	-8.4	-2.7%	19.7%	-0.5	-0.9%	-7.6%
26	N#CC(C(=O)OC1CCCCC1)c1nc2ccccc2nc1N1CCOCC1 (configuration not stated)	20.1	?	0.1%	-0.9	1.0	-3.8%	11.8%	5.0	7.1%	?
27	COc1ccccc1N1CCN(c2ncc(C(=O)N3CCN(c4cccc(Cl)c4)CC3)c3ccccc23)CC1	10.2	-7.5%	12.8%	0.3	-3.1	-2.2%	7.0%	9.4	-0.3%	5.17µM*
28	CCN(CCC#N)c1ccc(N2C(=O)CCCC2=O)cc1[N+](=O)[O-]	6.8	-0.6%	0.3%	0.9	6.2	-8.6%	4.7%	3.7	14.5%	-2.2%
29	CC(C)c1onc(C(=O)NC2CCCC2)c1[N+](=O)[O-]	3.2	4.6%	7.5%	0.8	5.2	-2.5%	-4.2%	2.0	-3.4%	5.2%
30	O=C1NCCCc2nc(Oc3ccccc3)sc21	0.9	0.4%	7.7%	1.1	-12.3	9.5%	2.6%	-0.4	4.4%	-1.8%
31	CN1CCc2nc(NC(=O)c3cccc(OC(F)F)c3)sc2C1	0.0	2.8%	-3.4%	-3.3	8.8	.	-12.7%	-2.9	-1.8%	?
32	COc1ccc(C(=O)N2CCC(CCC(=O)Nc3cccc(C)c3)CC2)cc1	28.9	2.0%	-1.8%	2.7	-9.5	-0.9%	-8.1%	-2.6	-6.0%	23.1%
33	O=C(NCC1CC1)c1onc(CSc2nc3ccccc3[nH]2)c1C(=O)NCC1CC1	-6.0	1.2%	-0.7%	2.6	-3.9	-2.1%	-17.4%	-30.8	0.2%	-8.9%
34	Cc1ccc(S(=O)(=O)N2CCOCC2)cc1C(=O)Nc1cccc(C(=O)NC2CC2)c1	1.0	-3.0%	-2.9%	-3.9	11.0	-0.8%	16.1%	-4.0	4.2%	-11.8%
35	COc1cccc2cc(C(=O)N(Cc3cccs3)CC3CCCO3)c(=O)oc12 (configuration not stated)	-9.4	-0.6%	2.6%	-5.7	4.4	-0.6%	3.6%	-9.2	7.3%	-15.9%

As entered above.
Entry for compound 25 in hERG WT inh: -1.1
Entry for compound 21 in Mito fusion yeast: 7.1%

Entries of single compounds, looked up by structure. Values in the order: hERG WT inh | USP2a inh | TCR activator | TRPV1 ag | TSHR antagonist | A-T KAP1 phos | Eya2 inh | KCNH2 3.1 inh | Mito fusion yeast | ELG1 DNA repair
Entry for CCOC(=O)CCc1c(C)c2ccc(OCC(=O)N3CCOCC3)c(C)c2oc1=O → -7.1 | -1.4% | 1.1% | 4.0 | 1.5 | 6.7% | 5.0% | 5.9 | 4.0% | ?
Entry for CC(C)c1onc(C(=O)NC2CCCC2)c1[N+](=O)[O-] → 3.2 | 4.6% | 7.5% | 0.8 | 5.2 | -2.5% | -4.2% | 2.0 | -3.4% | 5.2%
